# SDO1 yeast rescue – restores growth of sdo1-depleted yeast; AID 817; S. cerevisiae sdo1-depleted JHY4D growth rescue, OD600 30 h; active compounds read high; pdr5 snq2 efflux-pump mutant strain; 0.21% of 140,000 active; z-score at 10 µM;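 active = z-score above 3 at both the 24 hr and the 30 hr optical density reads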;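 note: z-score against mean and SD of all compound wells on the same plate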
# INS promoter inh – TRM-6 insulin promoter activity inhibition; 0.9% of 130,000 active; TRM-6 cells (human fetal islet line), insulin promoter-eGFP reporter, imaging; reporter expression induced with tamoxifen; inhibition, % at 2 µM;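 active = inhibition above the mean plus 3 SD, with well images judged a real hit on visual review, cut at about 60% in these data, passing the limit was not always enough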
# SDO1 yeast rescue Rescue 24 h – second read-out of SDO1 yeast rescue, no call of its own (marks repeat the call); z-score; S. cerevisiae sdo1-depleted JHY4D growth rescue, OD600; measured here: growth rescue at 24 h;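 0 is the plate mean of compound wells and units are plate SD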
# Starred values were filed as active, the others as inactive; nt = not tested or not shown.
SMILES,SDO1 yeast rescue,SDO1 yeast rescue Rescue 24 h,INS promoter inh
COc1ccc(NC(=O)C2CCCCN2CC(=O)OCc2ccccc2)cc1OC (stereo unspecified),0.35,-0.82,9
COC(=O)c1cc(Cl)c(NC(=O)/C=C/c2ccc(Cl)cc2)cc1OC,-0.71,-0.24,0
COc1cc(C2C3=C(CC(C)(C)CC3=O)OC(N)=C2[N+](=O)[O-])ccc1O (stereo unspecified),0.21,-0.2,nt
COC(=O)CC1C(C(=O)OC)ON2OC(C(=O)OC)C(C(=O)OC)C12 (stereo unspecified),0.09,-0.6,28
Cc1cccc(OCCCCc2c(C)n[nH]c2C)c1,-0.41,0.03,-92
O=C(Nc1ccc(S(=O)(=O)Nc2nccc(C3Cc4ccccc4C(=O)O3)n2)cc1)c1ccccc1 (stereo unspecified),-0.26,1.5,53
CCOC(=O)c1[nH]c2ccc(OC)cc2c1N=CN(C)C,1.3,-0.38,nt
CCN1CCN(CC(=O)Nc2nc3ccc(OC)cc3s2)CC1,0.65,1.4,-1
Cc1cccc(N2CCN(C3=NC(=O)/C(=C\c4cn[nH]c4-c4ccccc4)S3)CC2)c1,-1,-0.33,37
O=C(CCCN1C(=O)c2ccccc2C1=O)NCCN1C(=O)S/C(=C\c2cccs2)C1=O,-0.82,-1.2,-3
Cc1cc(NC(=O)CCCn2nc([N+](=O)[O-])c(Cl)c2C)no1,nt,nt,18
CCN(CC)CCCn1c(=S)[nH]c2cc(Cl)ccc2c1=O,-0.64,0.09,11
CC(=O)Cn1nnc2sc(-c3ccccc3)cc2c1=O,nt,nt,-50
COc1ccccc1C(=O)Nc1nc(-c2cccs2)c(NC(C)=O)s1,-1.4,-0.15,7
CC(C)(C)n1nc2c(c1NC(=O)c1ccc(S(=O)(=O)N3CCCC3)cc1)CS(=O)C2 (stereo unspecified),0.53,0.29,nt

# Single values from the entries so far.
# In SDO1 yeast rescue Rescue 24 h, `COc1ccc(NC(=O)C2CCCCN2CC(=O)OCc2ccccc2)cc1OC` (stereo unspecified) has -0.82
# In SDO1 yeast rescue Rescue 24 h, `CC(C)(C)n1nc2c(c1NC(=O)c1ccc(S(=O)(=O)N3CCCC3)cc1)CS(=O)C2` (stereo unspecified) has 0.29

# Later entries
SMILES,SDO1 yeast rescue,SDO1 yeast rescue Rescue 24 h,INS promoter inh
Cc1ccc(CN2C(=O)CCC2C(=O)NCCCN2CCCCC2C)cc1 (stereo unspecified),0.19,-0.05,38
O=C(CN1CCN(C(=O)N2CCCCC2)CC1)Nc1ccc(F)cc1,1.1,0.95,38
NS(=O)(=O)c1ccc(-n2nncc2C23CC4CC(CC(C4)C2)C3)cc1,0.97,0.93,7
O=C(c1cnc2n(c1=O)CCS2)N(c1ccccc1)C1CCCCC1,0.16,-0.15,0
CCCC(=O)Nc1sc2c(c1C(=O)OCC)CC(C)(C)OC2,nt,nt,75*
C(=C\c1ccccc1)/CN1CCN(c2ncnc3c2oc2ccccc23)CC1,-2.1,-1.1,21
O=C1NC(c2ccccc2)=C(c2nc3ccccc3s2)C(c2ccc(O)cc2)N1 (stereo unspecified),0.77,2.1,11
O=c1[nH]c2ccc(S(=O)(=O)N3CCCCC3)cc2[nH]1,1.2,1.2,-6
Cc1nn(-c2ccccn2)c2c1C(c1ccncc1)C1=C(CC(C)(C)CC1=O)N2 (stereo unspecified),-0.09,0.03,7
N#Cc1ccc(N2CCN(c3ccc(F)cc3)CC2)cc1,0.09,0.78,-32
O=S(=O)(c1ccc2c(c1)OCCO2)N1CCC(c2nc3ccccc3s2)CC1,0.62,1.9,14
Cn1cnnc1SCC(=O)c1ccc(OC(F)F)cc1,1.3,1.4,-18
CN(C)c1ccc(NC(=O)c2ccc(COc3cccc(Cl)c3)o2)cc1,-0.92,0.8,34
CCCNC(=O)COc1nc2ccccc2nc1N1CCOCC1,0.59,0.31,7
CC1Cc2nc(SCC(=O)Nc3ccc(F)cc3F)n(C)c(=O)c2S1 (stereo unspecified),-2.2,-1.4,-39
COc1ccc(Cl)cc1S(=O)(=O)Oc1ccc(NC(C)=O)cc1,0.52,0.63,44
CCCCC(CC)C(=O)Nc1ccc(Nc2ccccc2)cc1 (stereo unspecified),-1.4,-1.3,15
CCCCNC(=S)Nc1ccc(-c2nc3ccc(C)cc3s2)cc1,0.37,0.44,-27
c1ccc(-n2cnnc2SCc2nc3ccccc3s2)cc1,0.12,-0.32,nt
O=C(NCC(c1ccco1)N1CCN(c2ccccc2)CC1)OCc1ccccc1 (stereo unspecified),-0.19,-0.09,nt
Brc1cc(Br)c2nc(-c3ccc(N4CCOCC4)cc3)ccc2c1,-0.24,1.2,nt
O=c1c2ccccc2c(C=NCCc2ccccc2)c(O)n1Cc1ccccc1,-1.4,-0.98,38
CC(=O)Nc1ccccc1C(=O)C(=O)Nc1cccc(C(=O)NCc2ccc(C)cc2)c1,0.93,1.4,-19
Cc1cc(SCC(=O)N(C)CC(=O)Nc2ccc(F)cc2)nc2ccccc12,-0.29,-0.29,-66
CCOC(=O)Cc1csc(NC(=O)COc2ccc(C)c(C)c2)n1,nt,nt,19
Cc1ccc2c(CSc3nncn3C)cc(=O)oc2c1C,nt,nt,33
O=C(Cn1nc(-c2cccc(Cl)c2)ccc1=O)Nc1cccnc1,2.3,3.4,nt
CCCn1c2ccccc2c2nnc(SCC(=O)Nc3nnc(CC(=O)OCC)s3)nc21,0.95,1.6,16
COc1ccccc1NC(=S)NCCc1c[nH]c2ccccc12,-1.9,-1.1,-14
CCCNC(=O)C(=O)N/N=C/c1ccc(OCc2ccccc2)cc1,nt,nt,56
CCOC(=O)C1=C(CN2CCC(C)CC2)NC(=O)NC1c1ccc(Cl)cc1 (stereo unspecified),0.4,0.54,0
Cc1cccc(N2CCN(C(=O)C(NS(=O)(=O)c3cccs3)c3ccccc3)CC2)c1C (stereo unspecified),-1.2,-0.41,4
CC1=C(Sc2nc3ccccc3[nH]2)C(=O)NC(C)(C)C1,0.61,0.58,-7
N#C/C(=C1/CCCN1)c1ccccn1,0.06,-0.36,-53
CC(C)C(=O)N(c1ccc2oc(=O)sc2c1)S(=O)(=O)c1ccccc1,1.9,1.6,-25
Cc1ccc(S(=O)(=O)N(CC(=O)NN=C2CCN(C)CC2)c2ccc(F)cc2)cc1,nt,nt,-9
COc1ccc(C2NN=C(c3ccc(C)cc3)S2)cc1OC (stereo unspecified),nt,nt,40
Brc1ccc2ncnc(NCc3ccco3)c2c1,-1.3,-1.5,9
CN(C)S(=O)(=O)c1cccc(-c2nn(-c3ccccc3)cc2/C=C(/C#N)C(=O)NCc2ccco2)c1,0.02,0.72,nt
COC(=O)C1=C(C)NC(=O)NC1/C=C/c1ccccc1 (stereo unspecified),0.37,-0.01,-333
CCOC(=O)N1CCN(c2ccc(O)cc2)CC1,0.36,-0.45,39
C=C(C)c1cccc(C(C)(C)NC(=O)NCCCn2ccnc2)c1,0.73,0.53,-28
C/C(=N\NC(=O)c1cc(-c2cccnc2)nc2ccccc12)c1ccc(O)cc1O,1.5,1.1,19
CCOc1cc2[nH]c(=O)n(CCCCCC(=O)NCc3ccco3)c(=O)c2cc1OCC,0.25,1.5,25
O=C(CSc1cccc(C(F)(F)F)c1)NC(=O)c1ccccc1,1.1,0.89,-59
O=C(COc1ccc2c(c1)CCC2)NCc1ccccc1,-0.68,-0.48,3
CCCc1cc(=O)n2[nH]c(-c3ccccc3)cc2n1,0.3,-0.23,41
CC(=O)Nc1cc(OC(=O)c2ccco2)cc(OC(=O)c2ccco2)c1,0.81,0.03,-8
C=C(C)CN(CC)C(=O)CC1C(=O)NCCN1C (stereo unspecified),nt,nt,-70
Clc1ccc(C2=Nc3cc(Cl)ccc3OC2)cc1,nt,nt,-355
CCN1C(=O)N(C)C(N(O)C(=O)NC)C1(C)C (stereo unspecified),0.61,0.7,9
COc1cc(-c2nnc(Sc3ccc(C(F)(F)F)cc3[N+](=O)[O-])o2)cc(OC)c1OC,-0.98,-0.14,-3
CN(C)S(=O)(=O)Oc1ccsc1C(=O)Nc1ccc(Br)cc1,nt,nt,-27
CCc1ccc(NC(=O)C2CCN(S(C)(=O)=O)CC2)cc1,0.67,0.55,0
Cc1cc(C(=O)O)ccc1N/C=C1\CCCC(C)C1=O (stereo unspecified),-0.27,-0.57,34
O=C(C1CCCN(S(=O)(=O)c2cccs2)C1)N1CCN(C2CCCCC2)CC1 (stereo unspecified),1.3,1.9,nt
COc1ccc(CCNC(=O)c2noc3c2CCCC3)cc1OC,-0.84,-0.89,nt
N#C/C(C(=O)N1CCOCC1)=C1\Nc2ccccc2S1,0.04,0.26,-42
CN(NC(=O)CN1C(=O)c2ccccc2C1=O)C1=NS(=O)(=O)c2ccccc21,nt,nt,25
Cc1nn(C(C)C(=O)N2CCOCC2)c(C)c1[N+](=O)[O-] (stereo unspecified),0.76,-0.01,nt

# Record cards, as listed above. Order of screens: SDO1 yeast rescue | SDO1 yeast rescue Rescue 24 h | INS promoter inh
# `CC(=O)Nc1cc(OC(=O)c2ccco2)cc(OC(=O)c2ccco2)c1` in the list: 0.81 | 0.03 | -8
# `COc1ccc(CCNC(=O)c2noc3c2CCCC3)cc1OC` in the list: -0.84 | -0.89 | nt
# `CCc1ccc(NC(=O)C2CCN(S(C)(=O)=O)CC2)cc1` in the list: 0.67 | 0.55 | 0
# `CCN1C(=O)N(C)C(N(O)C(=O)NC)C1(C)C` (stereo unspecified) in the list: 0.61 | 0.7 | 9
# `Clc1ccc(C2=Nc3cc(Cl)ccc3OC2)cc1` in the list: nt | nt | -355

# Additional results:
SMILES,SDO1 yeast rescue,SDO1 yeast rescue Rescue 24 h,INS promoter inh
O=C(Nc1nc(-c2ccc3c(c2)Cc2ccccc2-3)cs1)c1ccccc1,1.1,1.1,-50
c1ccc(CSc2nncn2-c2ccccn2)cc1,-0.36,-0.9,7
Cc1cccc(N2CN(Cc3cccnc3)CNC2=S)c1,-0.33,-0.6,nt
Cc1ccc(CNC(=O)COC(=O)CCCOc2ccc(Cl)cc2Cl)cc1,-0.57,-0.28,-6
CCOC(=O)C1CCCN(C(=O)c2sc3nc(-c4ccccc4)cn3c2C)C1 (stereo unspecified),-0.98,-0.92,-37
CSc1ccccc1NC(=O)CN(Cc1ccccc1)S(C)(=O)=O,0.55,0.53,-41
C=CCSC1=C(C#N)C(c2ccccc2OC)CC(=O)N1 (stereo unspecified),1.1,0.64,0
O=C(CCSc1ccccc1)N1CCN(c2ccccc2F)CC1,nt,nt,-18
CC1CN(C(=O)C(C)N2CCN(c3ccccc3Cl)CC2)CC(C)O1 (stereo unspecified),nt,nt,11
CCOC(=O)Cn1cc(C=O)c2ccccc21,1.1,0.18,48
C=CCn1c(SCC(=O)c2cccs2)nc2sc(CC)cc2c1=O,-0.99,-0.79,-6
Cc1cc(C)nc(NS(=O)(=O)c2ccc(NC(=O)c3ccc4c(c3)OCO4)cc2)n1,1.4,1.9,42
O=C(CCCc1ccccc1)NCCN1CCOCC1,0.7,1.2,-96
Cn1nc(CC(=O)NCc2ccc(F)cc2)c2ccccc2c1=O,0.52,0.04,nt
COC(=O)c1c(NC(=S)Nc2ccc(F)cc2[N+](=O)[O-])sc2c1CCCCC2,0.08,0.14,nt

# Sorted by molar mass (smallest number first): five of the compounds above
SMILES,SDO1 yeast rescue,SDO1 yeast rescue Rescue 24 h,INS promoter inh
C=CCSC1=C(C#N)C(c2ccccc2OC)CC(=O)N1 (stereo unspecified),1.1,0.64,0
Cn1nc(CC(=O)NCc2ccc(F)cc2)c2ccccc2c1=O,0.52,0.04,nt
O=C(Nc1nc(-c2ccc3c(c2)Cc2ccccc2-3)cs1)c1ccccc1,1.1,1.1,-50
C=CCn1c(SCC(=O)c2cccs2)nc2sc(CC)cc2c1=O,-0.99,-0.79,-6
Cc1ccc(CNC(=O)COC(=O)CCCOc2ccc(Cl)cc2Cl)cc1,-0.57,-0.28,-6

# Next records
SMILES,SDO1 yeast rescue,SDO1 yeast rescue Rescue 24 h,INS promoter inh
COc1cc(NC(=S)NC2CC(C)(C)NC(C)(C)C2)c(OC)cc1Cl,nt,nt,-47
Cc1cc2cc(CNC(=O)NC3CCCCC3)ccc2[nH]1,1,1.2,50
O=C(CSc1ccc(Cl)cc1)Nc1ccccc1Oc1ccccc1,-0.03,0.18,nt
CCc1oc2ccccc2c1C(=O)CCN1CCCCC1,-0.65,-0.44,25
N#C/C(=C/c1ccc(-c2ccccc2[N+](=O)[O-])o1)C(N)=O,nt,nt,46
COc1ccc(/C=N/NC(=O)CSc2nnc(C)n2-c2ccccc2)c(OC)c1OC,0.43,0.52,10
O=C(COC(=O)/C=C/c1cccs1)Nc1cccc(S(=O)(=O)N2CCCC2)c1,nt,nt,33
COc1ccc(N2CCN(C(=O)CN(C)S(=O)(=O)c3cc(C)ccc3OC)CC2)cc1,nt,nt,6
COc1cc2c(cc1OC)CN(c1ccc([N+](=O)[O-])cc1C#N)CC2,-1.2,-1.3,nt
Cc1ccc(-c2nc(C#N)c(NCCCn3ccnc3)o2)cc1,nt,nt,8
Oc1ccc2ccccc2c1C=Nc1ccc(N2CCOCC2)cc1,-0.05,-0.45,58
c1ccc(Nc2nc(N3CCNCC3)nc(N3CCOCC3)n2)cc1,0.62,-0.16,-19
O=C(NCc1ccccc1)c1cnsn1,-0.65,-1.1,6
O=C(O)C1C2CCC(O2)C1C(=O)NCCC1=CCCCC1 (stereo unspecified),-0.33,-0.76,52
C=C(Br)Cn1cnc2ccccc21,nt,nt,16
Cc1ccsc1C(=O)c1sccc1C,0.93,-0.02,20
O=C(NCc1ccncc1)c1ccc(N2CCCC2)c([N+](=O)[O-])c1,nt,nt,33
[O-]C1=N/[N+](=C/c2ccccc2Cl)CC1,-0.09,-0.62,-68
O=C(CN1CCN(c2ccccc2F)CC1)c1c[nH]c2ccc(F)cc12,-1.4,-1.4,-14
CS(=O)(=O)N1N=C(c2ccc3nccnc3c2)CC1c1ccccc1 (stereo unspecified),-0.1,-0.8,-70

# Bioassay records (PubChem BioAssay)

# An excerpt; the hit share may differ from the screen's.
